Bioassay records deposited in PubChem by National Center for Advancing Translational Sciences (NCATS).
Rab9 prom act = qHTS Assay for Rab9 Promoter Activators. 320,000 compounds, 2.8% hits. Potency, µM (titrated, usually from 9.22 µM), inactives show top-dose activation, negative = inhibition, actives largely listed as activators. AID 485297, 2010. Huh7 Rab9 promoter-luciferase reporter, luminescence, 24 h; note: potency is the fitted concentration of half-maximal effect; % of control where 0% means no effect; nearly all actives have a fitted effect of over 60% in size
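Luminescence from Amplite-detected luciferase (10 minutes, ambient) reports Rab9 promoter activation. Before that, stable Rab9-luciferase Huh7 cells (1500/well, reduced-serum OP-MEM I plus 10% FBS) were exposed to compound for 24 hours at 37C.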
ELG1 genotox = qHTS screen for small molecules that induce genotoxicity in human embryonic kidney (HEK293T) cells expressing luciferase-tagged ELG1; HEK293T ELG1-luciferase reporter, luminescence, 16 h; Potency, µM (highest dose often 46 µM), for the others: top-dose activity change, positive = activation, usual class: activators; 330,000 compounds, 1.3% hits; note: potency is the fitted concentration of half-maximal effect; % of control where 0% means no effect; nearly all actives have a fitted effect of over 60% in size
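Genotoxic stress is detected as increased luminescence from luciferase-tagged ELG1 in HEK293T cells, measured with ONE-Glo after a 16 hr treatment at 37 °C.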
RORg inh = qHTS for inhibitors of ROR gamma transcriptional activity; Drosophila S2 Gal4-RORgamma UAS-luciferase reporter, 20 h; Potency, µM (titrated, usually from 53.6 µM), without a hit: at the top dose activity change, negative = inhibition, actives largely listed as inhibitors; 310,000 compounds, 5.4% hits; note: potency is the fitted concentration of half-maximal effect; % is set by controls: 0 for no effect and ±100 for the full control effect; nearly all actives have a fitted effect of over 60% in size
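Compounds are pin-transferred onto Drosophila Schneider cells expressing a copper-inducible Gal4–ROR gamma transactivation domain fusion. After 1 hr, copper sulfate is added to 700 uM final; luciferase is read 20 hr later.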
PKM2 activator = qHTS Assay for Activators of Human Muscle isoform 2 Pyruvate Kinase | purified PKM2, Kinase-Glo ATP luminescence, activation; response scale: 0% is enzyme alone, no compound | Potency, µM (doses to about 57.5 µM), inactives show at the top dose activation, hits mostly activators | 260,000 compounds, 0.34% hits | AID 1631, 2009; note: potency is the fitted concentration of half-maximal effect; % is set by controls: 0 for no effect and ±100 for the full control effect; nearly all actives have a fitted effect of over 55% in size
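ATP formation by purified human PK-M2, quantified via coupled luciferase luminescence after 1 h at room temperature with 0.1 mM ADP and 0.5 mM PEP final.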
Menin MLL FP TR = qHTS Assay for Inhibitors Targeting the Menin-MLL Interaction in MLL Related Leukemias: Competition With Texas Red Labeled MLL-derived Mutant Peptide; Menin + Texas Red MLL mutant peptide, fluorescence polarization; Potency, µM (doses to about 61.6 µM), inactives show at the highest dose FP activity change, negative = inhibition, most hits filed as inhibitors; 270,000 compounds, 0.23% hits; AID 1768, 2009; active = well fitted inhibition curve with a large enough effect in the polarisation, with a control signal flat, not every such curve was filed as active; inconclusive = small, poorly fitted or top-dose-only effect, or effect the other way, or a change in a side signal; inactive = no such curve, though single readings can be large or run the other way; the % refers to the polarisation; note: potency is the fitted concentration of half-maximal effect; % of control where 0% means no effect; many of its hits are not listed in these tables
Target sequence (O00255 whole entry, looked up): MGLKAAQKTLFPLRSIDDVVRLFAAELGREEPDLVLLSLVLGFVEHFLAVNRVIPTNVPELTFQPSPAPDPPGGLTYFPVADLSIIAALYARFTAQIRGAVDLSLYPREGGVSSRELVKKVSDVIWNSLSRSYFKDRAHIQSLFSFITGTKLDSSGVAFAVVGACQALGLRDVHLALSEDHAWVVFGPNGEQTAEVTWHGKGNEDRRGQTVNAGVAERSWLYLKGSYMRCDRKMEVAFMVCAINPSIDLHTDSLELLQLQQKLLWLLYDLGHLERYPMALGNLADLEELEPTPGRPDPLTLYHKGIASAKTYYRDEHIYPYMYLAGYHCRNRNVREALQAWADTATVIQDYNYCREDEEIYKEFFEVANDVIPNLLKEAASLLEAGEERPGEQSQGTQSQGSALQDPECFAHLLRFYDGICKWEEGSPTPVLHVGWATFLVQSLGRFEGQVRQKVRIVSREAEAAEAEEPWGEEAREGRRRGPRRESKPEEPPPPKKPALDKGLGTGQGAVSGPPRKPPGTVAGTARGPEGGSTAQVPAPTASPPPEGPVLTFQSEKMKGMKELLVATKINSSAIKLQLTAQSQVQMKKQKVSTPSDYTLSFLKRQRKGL
BRCA1 expr act = qHTS Assay to Identify Small Molecule Activators of BRCA1 Expression; MCF7-BRCA1-FFLuc reporter, luminescence, 48 h; response scale: scaled: vehicle 0%, 10 µM genistein 100%; Potency, µM (highest dose often 46.1 µM), for the others: at the top dose activation, actives largely listed as activators; 380,000 compounds, 1.1% hits; note: potency is the fitted concentration of half-maximal effect; nearly all actives have a fitted effect of over 80% in size; some results filed as inactive show a strong effect at the top dose
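First, MCF7-BRCA1-FFLuc cells (2000/well) attach for 2 h; next, compounds are pin-added and incubated 48 h at 37 °C; finally, luciferase reagent is added and luminescence read after 15 min.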
FLuc modulator = qHTS profiling assay for firefly luciferase inhibitor/activator using purifed enzyme and Km concentrations of substrates (counterscreen for miR-21 project); purified FLuc, Km substrates, luminescence inhibition; Potency, µM (top dose mostly 57.5 µM), for the others: top-dose activity change, negative = inhibition, actives largely listed as inhibitors; 360,000 compounds, 6.9% hits; Luciferin 4-monooxygenase (Photinus pyralis), P08659;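 note: potency is the fitted concentration of half-maximal effect; plate controls were vehicle for no effect and reference inhibitor for full effect; nearly all actives have a fitted effect of over 55% in size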
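Purified P. pyralis luciferase (10nM final) with 10uM D-luciferin and 10uM ATP (Km levels) in 50mM Tris acetate pH 7.5, 10mM Mg acetate, 0.01% Tween-20, 0.05% BSA; qHTS 6-point titration, ~60 µM downward; luminescence read.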
p53 reactivator = qHTS assay for re-activators of p53 using a Luc reporter; Potency, µM (doses to about 92.2 µM), for the others: top-dose activity change, positive = activation, hits mostly activators; 320,000 compounds, 0.063% hits; H1299 p53-A138V BP100-luciferase reporter, luminescence, 24 h; note: potency is the fitted concentration of half-maximal effect; % of control where 0% means no effect; nearly all actives have a fitted effect of over 45% in size
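p53-null H1299 cells stably carrying temperature-sensitive p53-A138V and a BP100-luciferase reporter were pinned with compounds (4-point, 1:5 series) and held 24 hrs at 37 deg C. Luminescence was read 10 min after detection reagent.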
Giardia kill = Small Molecules that selectively kill Giardia lamblia: qHTS | Giardia lamblia trophozoite viability | activity change, % at 7.66 µM, hits read low | 340,000 compounds, 0.15% hits; in the data active = activity change below about -80%; inconclusive = between about -30% and that limit;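 note: parasites exposed to compound for two days anaerobically before the ATP read; % is set by controls: 0 for no effect and ±100 for the full control effect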
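Viability, read as ATP luminescence: trophozoites at 100 cells/well, compound added, 48 hrs anaerobic at 37 deg C, then 15-30 min room-temperature development before reading.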
Gal4-VP16 FLuc = VP16 counterscreen qHTS for inhibitors of ROR gamma transcriptional activity. 310,000 compounds, 3.5% hits. Drosophila S2 Gal4-VP16 UAS-luciferase, luminescence, 20 h. Potency, µM (series often up to 53.6 µM), inactives show top-dose activity, negative = inhibition, actives largely listed as inhibitors. AID 2546, 2010;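 note: Gal4-VP16 expression switched on by copper sulfate through the metallothionein promoter; potency is the fitted concentration of half-maximal effect; % is set by controls: 0 for no effect and ±100 for the full control effect; nearly all actives have a fitted effect of over 50% in size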
NPC1 prom act = qHTS Assay for NPC1 Promoter Activators | 320,000 compounds, 2.4% hits | Huh7 NPC1 promoter luciferase reporter, 24 h | Potency, µM (top dose mostly 9.22 µM), without a hit: at the top dose activation, actives largely listed as activators | AID 485313, 2010;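 note: potency is the fitted concentration of half-maximal effect; % of control where 0% means no effect; nearly all actives have a fitted effect of over 60% in size; reporter is driven by a mutant NPC1 promoter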
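Compounds in DMSO were transferred onto Huh7 NPC1-luciferase reporter cells pre-incubated 2 h; after 24 h at 37 °C, Amplite reagent was dispensed and luminescence recorded 10 min later.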
* = called active by the depositor; u = inconclusive; x = not tested or not shown; & = joins results of further samples; [ ] = remark or other dose. Unless noted, calls come from the whole dose curve; as a rule, active = well fitted curve in the direction sought with a large enough effect; inconclusive = small, poorly fitted or top-dose-only effect, or another doubt; inactive = no such curve, though single readings can be large; an effect the other way counts as inactive or inconclusive. These rows are one share of the data. The share of hits here may be higher or lower than overall.

The first six records, to show the layout:
SMILES | Rab9 prom act | ELG1 genotox | RORg inh | PKM2 activator | Menin MLL FP TR | BRCA1 expr act | FLuc modulator | p53 reactivator | Giardia kill | Gal4-VP16 FLuc | NPC1 prom act
C#CCOCCOCCOCCNc1nc(N2CCN(C(=O)CCCCCCCCCCNC(=O)[C@H](CCCCN)n3cc(CCO)nn3)CC2)nc(N2CCN(C(=O)CCCCCCCCCCNC(=O)[C@@H]([C@H](C)O)n3cc(C)nn3)CC2)n1 | 11% | 1% | x | x | x | -11% | -1% | -24% | -1 | x | -6%
CC(C)c1ccc(N(CC(=O)NC2CCCC2)C(=O)CCC(=O)Nc2ccccn2)cc1 | 0% | -1% | -3% | -1% | u | -14% | -1% | -1% | 10 | -3% | 1%
CCCc1nnc(NC(=O)CCC(=O)NC2CCCc3ccccc32)s1 (configuration not stated) | -4% | 5% | 26% | -2% | -6% | 8% | 12% | -15% | -1 | 2% | -1%
COc1ccccc1OCC(=O)Nc1ccc(Cl)cc1 | 20% | 14% | u | 3% | -3% | 3% | u | u | 1 | u | 13%
Cc1ccc(Cl)cc1NC(=O)[C@@H]1CCC(=O)N1C1OC(=O)c2ccccc21 (some centres not stated) | 6% | 0% | -3% | 2% | -1% | 0% | -8% | 2% | 45[activator] | 3% | 4%
Cc1cc(O)cc(C)c1Cl | x | x | 32%[10 µM] | x | -6%&0% | -1% | x | x | 13 | -2%&-7% | x

Main list, repeating the preview:
SMILES | Rab9 prom act | ELG1 genotox | RORg inh | PKM2 activator | Menin MLL FP TR | BRCA1 expr act | FLuc modulator | p53 reactivator | Giardia kill | Gal4-VP16 FLuc | NPC1 prom act
C#CCOCCOCCOCCNc1nc(N2CCN(C(=O)CCCCCCCCCCNC(=O)[C@H](CCCCN)n3cc(CCO)nn3)CC2)nc(N2CCN(C(=O)CCCCCCCCCCNC(=O)[C@@H]([C@H](C)O)n3cc(C)nn3)CC2)n1 | 11% | 1% | x | x | x | -11% | -1% | -24% | -1 | x | -6%
CC(C)c1ccc(N(CC(=O)NC2CCCC2)C(=O)CCC(=O)Nc2ccccn2)cc1 | 0% | -1% | -3% | -1% | u | -14% | -1% | -1% | 10 | -3% | 1%
CCCc1nnc(NC(=O)CCC(=O)NC2CCCc3ccccc32)s1 (configuration not stated) | -4% | 5% | 26% | -2% | -6% | 8% | 12% | -15% | -1 | 2% | -1%
COc1ccccc1OCC(=O)Nc1ccc(Cl)cc1 | 20% | 14% | u | 3% | -3% | 3% | u | u | 1 | u | 13%
Cc1ccc(Cl)cc1NC(=O)[C@@H]1CCC(=O)N1C1OC(=O)c2ccccc21 (some centres not stated) | 6% | 0% | -3% | 2% | -1% | 0% | -8% | 2% | 45[activator] | 3% | 4%
Cc1cc(O)cc(C)c1Cl | x | x | 32%[10 µM] | x | -6%&0% | -1% | x | x | 13 | -2%&-7% | x
Cc1onc(-c2c(Cl)cccc2Cl)c1C(=O)NCc1ccco1 | 2% | -1% | 14% | 2% | 0% | -16% | -2% | -1% | -13 | -12% | 1%
CC(C)C(C)NC(=O)COc1ccc(Sc2ccc(OCC(=O)NC(C)C(C)C)cc2)cc1 (configuration not stated) | -17% | -4% | u | -14% | -18% | -59% | -6% | -29% | 8 | u | -11%
Cc1ccccc1CC(=O)Nc1ccc2c(C)cc(=O)oc2c1 | -1% | 3% | x | -1% | -1% | 12% | -1% | x | 2 | x | -2%
O=C(Cc1ccc(Cl)cc1)Nc1ncc([N+](=O)[O-])s1 | 1.4µM* | -2% | u | -1% | u | -8% | 15µM* | u | -91* | u | 4%
O=C(C1CC(=O)N(c2ccc3c(c2)OCCO3)C1)N1CCCC(C(F)(F)F)C1 (configuration not stated) | -1% | -3% | x | x | x | 4% | -2% | 16% | 9 | x | -4%
COc1cc(-c2cc(-c3ccccc3)nc(SCC(=O)O)c2C#N)cc(OC)c1OC | 0% | 13% | -13% | x | 3% | -11% | -1% | -5% | 5 | 3% | -2%
COc1ccc(/C=N/n2cnc3c([nH]c4ccc(C)cc43)c2=O)cc1CN1CCCC1 | -5% | -2% | u | 6% | x | 21% | 5% | 17% | -9 | u | 4%
Cc1cc(C(=O)NCCCN2CCN(C3CCCCC3)CC2)n(-c2ccccc2)n1 | -8% | 3% | 1% | 2% | 20% | 14% | 1% | u | -10 | 5% | 3%
CN1C(=O)c2cccc3c(S(=O)(=O)NCc4ccco4)ccc1c23 | -4% | u | 1% | 22% | 15% | -47% | 2% | -5% | 13 | 22% | -4%
Cc1c(NC(=O)c2ccc(S(=O)(=O)N(C)c3ccccc3)cc2)c(=O)n(-c2ccccc2)n1C | -9% | -1% | 4% | 1% | -22% | -34% | 2% | 0% | -2 | 7% | -3%
CC(=O)N1CCN(Cc2nc3cc(NC(=O)COc4ccccc4)ccc3n2C)CC1 | -2% | -5% | 1% | 0% | -5% | -6% | 0% | -3% | -8 | -3% | -4%
N#CC(C(=O)NC1CCCCC1)c1nc2ccccc2nc1N1CCOCC1 (configuration not stated) | 1% | 0% | 0% | 7% | 9% | x | 2% | -2% | x | -2% | -1%
O=C(CCC(=O)c1cccs1)OCc1ccc([N+](=O)[O-])cc1 | u | -2% | x | x | x | 8% | -12% | 0% | -6 | x | -2%
COc1ccc(C(C)(C)C)cc1NC(=S)NCCN1CCOCC1 | -1% | 5% | -14% | 8% | -22% | -9% | -1% | -11% | 13 | -6% | 0%
Cc1ccc2c(c1)c1c3n2CCN(CC(N)=O)C3CCC1 (configuration not stated) | 1% | 0% | 29% | 0% | -20% | 0% | -11% | u | 3 | -4% | 4%
CCc1cccc(C)c1NC(=O)C1CN(S(=O)(=O)c2ccccc2)CCN1S(=O)(=O)c1ccccc1 (configuration not stated) | -4% | -6% | -27% | -1% | -1% | -43% | 3% | -1% | -22 | -8% | -4%
CCCc1cc(=O)n2[nH]c(-c3ccc(Cl)cc3)cc2n1 | 2.8µM* | u | x | -5% | 14% | 7.1µM* | 15µM* | x | -12 | x | u
Cn1ncc2c(N3CCCCC3)nc(NCCCO)nc21 | -3% | 0% | -18% | 5%[0.46 µM] | x | 4% | -3% | -5% | u | -6% | -1%
Cc1cc(C)cc(N(CC(=O)NC2CCCC2)C(=O)CCC(=O)Nc2nccs2)c1 | 9% | -2% | -16% | -2% | u | -22% | -2% | 2% | 11 | -4% | u
CCN(CC)C(=O)CNC(=O)Cc1ccc(Cl)cc1 | 9% | 4% | -32% | -6% | 16% | 5% | 0% | -3% | -12 | 6% | 5%
O=C(CCNC(=O)c1ccccc1Cl)Nc1cccc(C(F)(F)F)c1 | 1% | -1% | 13%[10 µM] | 0% | 2% | 0% | -2% | 7% | 7 | -2% | -4%
O=C(/C=C/c1cccs1)N1CCC2(CC1)Oc1ccc(Cl)cc1C(=O)C21CC(c2ccccc2)=NO1 (configuration not stated) | -4% | 0% | 1% | 4% | x | 0% | 5% | 0% | -20 | -3% | -3%
COc1cc(-c2nnc(COc3ccc4cc(Br)ccc4c3)o2)cc(OC)c1OC | 8% | -1% | 7% | -3% | -26% | -2%[1.84 µM] | 2% | 2% | -7 | -6% | 0%
CCC(=O)c1c[nH]c(C(=O)NCCc2ccccn2)c1 | 18% | 6% | -10% | 5% | 14% | 44% | u | u | 14 | 3% | 11%
Cc1ccccc1N/N=C1\CCCNC1=O | 26% | 16% | -25% | 29% | 2% | 80% | u | u | 4 | -8% | u
CCOc1cccc2cc(C(=O)NCc3ccc(Cl)cc3)c(=N)oc12 | 3% | -1% | 6% | 2% | 3% | -33% | u | -10% | 12 | -21% | -6%
O=C(NC(=S)NC1CCCCC1)c1ccccc1 | u | u | 5µM* | 0% | x | u | 15µM* | u | -5 | 7.1µM* | u
Nc1ccnn1Cc1cccnc1 | -3% | -1% | -5% | u | 23% | -13% | 0% | -5% | 5 | -2% | -1%
